Source: PubChem BioAssay
aDG glyco act: activators of alpha-DG glycosylation, primary screen, uHTS, Pro5-aDG cells, AlphaScreen; alpha-DG glycosylation AlphaScreen (IIH6); 0% Pro5, 100% B10-LARGE cell signal; activation, % at 10 µM; actives 0.22% (n = 360,000); AID 624168, 2012;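 active = activation of at least 8% versus controls, or a plate z-score of at least 8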;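 also: Pro5 are CHO cells carrying HIG-tagged alpha-DG that lacks glycosylation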
iPSC survival up: enhancers of single-cell hiPSC survival, primary screen, ATPlite luminescence. 100% = ROCK inhibitor wells, 0% = DMSO. survival enhancement, % at 20 µM. actives 0.044% (n = 360,000); in the data active = survival enhancement above about 18%;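 also: cells exposed to compounds for 16 hours before the ATP read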
Cardio protect: cardioprotection against H2O2-induced cell death, primary screen, uHTS, H9c2 cells, ATPLite luminescence; H9c2 cardiomyocytes, H2O2 injury protection, 2 h; protection from H2O2 cell death, % at 20 µM; actives 0.63% (n = 360,000);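 active = compounds giving at least 50% protection of heart cells from peroxide-induced death in the single-dose screen, raw or plate-pattern-corrected value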;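 also: 0% = DMSO wells with peroxide and 100% = DMSO wells without peroxide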
Exocytosis inh: LAMP-1 surface exposure blockers, TALL-104 cells – cell-based, flow cytometry, MLPCN library, primary screen. inhibition, % at 10 µM. actives 0.66% (n = 360,000). TALL-104 LAMP-1 surface exposure; cells stimulated with thapsigargin and PMA;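 active = inhibition above about 55%, limit read from the data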
ABHD5-PLIN5 inh: ABHD5-PLIN5 interaction inhibitors, primary screen, cell lysate, split luciferase complementation, luminescence; Split G. princeps luciferase complementation, 4 h; inhibition, % at 4 µM; actives 0.78% (n = 360,000);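 active = inhibition above the mean inhibition across every tested compound plus 3 SD, cut at about 22% in these data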;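 also: 0% = DMSO only wells and the 100% control is not disclosed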
m5-HT2A agonist: mouse Htr2a agonists via beta-arrestin recruitment, primary screen, cell-based, luminescence; 5-hydroxytryptamine receptor 2A (Mus musculus), P35363; CHO-K1 mHTR2A beta-arrestin complementation; percent of 30 µM serotonin response; activation, % at 7.6 µM; actives 0.66% (n = 360,000); AID 624169, 2012;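 active = activation above a run cutoff, the mean activation of all tested compounds plus 3 SD, cut at about 14% in these data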;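 also: 0% = plate median of compound wells and 100% = 30 µM serotonin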
Target sequence (P35363 whole entry, looked up): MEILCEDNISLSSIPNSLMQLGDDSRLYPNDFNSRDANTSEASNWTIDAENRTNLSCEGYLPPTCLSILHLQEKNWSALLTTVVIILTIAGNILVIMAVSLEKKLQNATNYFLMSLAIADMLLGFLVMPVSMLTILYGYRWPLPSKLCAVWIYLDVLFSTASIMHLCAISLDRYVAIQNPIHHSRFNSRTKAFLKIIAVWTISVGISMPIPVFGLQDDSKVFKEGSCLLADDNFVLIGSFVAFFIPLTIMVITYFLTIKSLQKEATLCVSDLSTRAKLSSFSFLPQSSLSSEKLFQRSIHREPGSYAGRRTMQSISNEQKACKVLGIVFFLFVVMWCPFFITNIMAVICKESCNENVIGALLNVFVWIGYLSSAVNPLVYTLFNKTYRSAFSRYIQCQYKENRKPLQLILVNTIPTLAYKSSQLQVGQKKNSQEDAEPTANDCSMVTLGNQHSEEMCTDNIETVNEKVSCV
MC4R antagonist: MC4R antagonists of cAMP signaling, primary screen, cell-based, TR-FRET, antagonist arm of biased-ligand search; Melanocortin receptor 4 (Homo sapiens), P32245; MC4R-expressing cells, MTII-stimulated cAMP, LANCE TR-FRET; inhibition, % at 6.5 µM; actives 0.48% (n = 360,000); AID 540295, 2011;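 active = inhibition above its plate's cutoff, the mean of tested wells on that plate plus 3 SD, cut at about 29% in these data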;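 also: 0% = Melanotan II alone and 100% = Melanotan II plus saturating MCL0020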
Target sequence (P32245 whole entry, looked up): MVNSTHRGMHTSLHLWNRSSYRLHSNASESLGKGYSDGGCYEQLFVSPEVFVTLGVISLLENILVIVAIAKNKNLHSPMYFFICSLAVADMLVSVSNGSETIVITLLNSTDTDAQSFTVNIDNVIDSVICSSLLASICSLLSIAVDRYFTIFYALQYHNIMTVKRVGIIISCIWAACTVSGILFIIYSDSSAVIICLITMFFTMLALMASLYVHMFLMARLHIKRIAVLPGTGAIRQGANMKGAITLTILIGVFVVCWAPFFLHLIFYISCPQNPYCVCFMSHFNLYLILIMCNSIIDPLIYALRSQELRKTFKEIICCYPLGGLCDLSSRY
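System: U2OS cells stably expressing human melanocortin 4 receptor (MC4R). Reagent: Melanotan II challenge after compound preincubation. Doses: 6.5 µM. Times: 30-min compound, 1-h challenge, 1-h detection, room temperature. Measured by: TR-FRET with Eu-cAMP and labeled anti-cAMP, 671 nm. Replicates: singlicate.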
Glyco luc inh: increase of ERlucT glycosylation luciferase signal, primary screen, N-linked glycosylation inhibitor project, D54 ERlucT cells, luminescence, set 2 | reporter increase, % at 12.5 µM | actives 0.23% (n = 360,000) | D54 ERlucT glycosylation luciferase reporter, 24 h; percent of 100 nM tunicamycin response;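 active = mean luciferase reporter signal, scaled so untreated is 0 and the glycosylation-blocking control 100, at or above a set limit in every replicate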;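 also: luciferase carries N-glycosylation sites so blocking glycosylation raises the light; 0% = median of neutral control wells and 100% = median of 100 nM tunicamycin wells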
MC4R ag barr: MC4R agonists recruiting beta-arrestin, primary screen, cell-based, luminescence, agonist arm of biased-ligand search; Melanocortin receptor 4 (Homo sapiens), P32245; U2OS MC4R beta-arrestin complementation; percent of melanotan II response, DMSO zero; activation, % at 8.9 µM; actives 0.98% (n = 360,000);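 active = activation above a per-plate cutoff, the mean activation of sample wells on that plate plus 3 SD, cut at about 8% in these data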
ABCB6 inh MLPCN: ABCB6 transporter inhibitors, primary screen, K562-ABCB6 cells, flow cytometry, MLPCN library. ATP-binding cassette sub-family B member 6 (Homo sapiens), Q9NP58. K562-ABCB6 porphyrin accumulation, 1 h; stronger effect = lower value. fluorescence ratio to DMSO, % at 10 µM. actives 0.19% (n = 360,000). AID 602162, 2011;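 active = fluorescence ratio to DMSO below 75%, the collection mean minus 3 SD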;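 also: signal is porphyrin accumulated inside mitochondria; 100% equals median channel fluorescence of DMSO control wells; lower ratio means ABCB6 inhibition with less porphyrin fluorescence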
* hit, by the source's call; . = not tested or not shown.

nr | Molecule | aDG glyco act | iPSC survival up | Cardio protect | Exocytosis inh | ABHD5-PLIN5 inh | m5-HT2A agonist | MC4R antagonist | Glyco luc inh | MC4R ag barr | ABCB6 inh MLPCN
1 | CCOC(=O)c1ccccc1NC(=O)COC(=O)C1CC(=O)N(CCc2ccccc2)C1 (stereo not drawn) | -0.3 | -0.4 | 3.9 | 2.1 | -3.2 | 4.8 | 14.4 | 1.4 | -2.2 | 95.0
2 | Cn1c(=O)c2ccccc2n(CC(=O)Nc2ccc3c(c2)OCCO3)c1=O | 0.1 | -0.5 | -2.7 | 3.7 | -6.7 | 9.2 | 4.7 | 0.0 | -1.2 | 85.0
3 | COC(=O)c1ccc(Oc2nc(NC(C)C)nc(N(C)C)n2)cc1 | 0.5 | -1.8 | -1.2 | 0.3 | -6.8 | -7.8 | -2.9 | -1.0 | -2.2 | 97.0
4 | Cc1nnc(SCC(=O)NC2(C#N)CCCCC2)n1N | -0.1 | 5.4 | 0.0 | 11.6 | -0.7 | -7.2 | -1.8 | 1.8 | -0.4 | 85.0
5 | CCOC(=O)N1CCc2c(sc(NC(=O)CN3CCN(C)CC3)c2C(=O)Nc2ccccc2)C1 | -0.1 | -0.3 | 39.3 | 4.3 | 1.4 | 0.3 | 11.5 | -0.4 | -0.6 | 94.0
6 | O=C(NNC(=O)C1CCN(S(=O)(=O)c2cccc(Cl)c2)CC1)C1CC1 | -0.1 | 0.8 | -4.0 | -3.5 | -3.8 | -3.0 | -3.8 | -0.4 | -2.3 | 97.0
7 | CCC1=NN(C(=O)c2ccc(Cl)cc2)C(O)(c2ccccc2)C1 (stereo not drawn) | 0.0 | -0.4 | 0.4 | -2.8 | -10.8 | -4.7 | 1.0 | -1.4 | -0.8 | 99.0
8 | Cc1c(C(=O)N(Cc2nnc(-c3ccccc3Cl)o2)C2CC2)oc2ccccc12 | 0.4 | -0.4 | -12.6 | 0.3 | 0.8 | -5.8 | 1.9 | -0.1 | -2.5 | 98.0
9 | O=C(CC1Sc2ccccc2NC1=O)c1ccc(Br)cc1 (stereo not drawn) | -0.1 | 0.5 | -4.5 | 0.3 | -3.7 | 1.9 | -3.9 | -1.7 | 4.3 | 97.0
10 | COc1ccc(OC)c(/C=N/c2oc(-c3ccco3)c(-c3ccco3)c2C#N)c1 | -0.1 | -1.9 | 16.8 | 1.0 | 9.8 | -0.1 | -3.3 | 5.9 | -2.4 | 110.0
11 | C/C(=N/NS(=O)(=O)c1ccc(Br)cc1)c1cccc(NC(=O)C2CC2)c1 | 0.0 | -1.5 | 6.5 | 1.8 | 0.8 | 2.1 | 22.8 | -1.5 | 0.4 | 101.0
12 | COc1ccc(/C=N/NS(=O)(=O)c2ccccc2)cc1OC(=O)c1ccc(C)cc1 | -0.1 | -0.2 | -12.1 | -7.5 | 1.0 | -6.2 | 0.4 | -2.2 | 1.6 | 100.0
13 | COc1ccccc1C(=O)NCC[N+](C)(C)C | -0.2 | -1.0 | . | 3.2 | 1.1 | 0.4 | . | . | . | 104.0
14 | N#Cc1ccc(C2=CC(=O)C[C@H](c3ccc(F)cc3)C2)cc1 | 0.3 | 2.3 | 4.5 | 16.9 | -4.4 | -3.7 | 9.5 | -1.9 | -2.2 | 102.0
15 | COc1ccccc1NC(=O)CN1CCN(c2ccccc2)CC1 | 0.2 | -0.8 | 2.2 | -2.6 | 1.7 | 2.2 | 5.7 | 0.8 | 1.1 | 103.0
16 | O=C(Nc1cccc(S(=O)(=O)NC2=NCCCCC2)c1)c1cc(-c2ccncc2)nc2ccccc12 | -0.1 | 1.3 | 21.2 | -0.5 | 5.6 | -1.6 | 5.9 | 1.5 | -0.8 | 97.0
17 | COc1ccc(/C=N/Nc2ncc(C(F)(F)F)cc2Cl)cc1OC | 0.2 | -2.1 | 3.1 | -3.2 | 12.4 | -4.6 | 23.2 | 5.5 | 0.1 | 99.0
18 | COc1ccc(OCC(=O)Nc2cc(NC(=O)COc3ccc(OC)cc3)cc(C(=O)O)c2)cc1 | -0.1 | -0.3 | 2.2 | -2.1 | 6.1 | -1.1 | 3.8 | -1.0 | 1.6 | 105.0
19 | O=c1c2cc(NC(=S)NCCCN3CCC(Cc4ccccc4)CC3)ccc2nc2n1CCCCC2 | -0.4 | -0.6 | -18.6 | 51.3 | 13.8 | -5.6 | -6.5 | 0.5 | 1.1 | 93.0
20 | CCOc1cccc(-c2nnc(SCC(=O)Nc3cccc(OC)c3)n2N)c1 | 0.2 | -2.1 | 4.2 | -0.5 | 3.9 | 3.0 | 17.9 | 1.3 | 0.4 | 100.0
21 | O=C(CNC1CCCCC1)Nc1cccc(C(F)(F)F)c1 | 0.7 | -0.6 | 0.9 | 6.8 | 0.4 | -4.0 | 0.8 | -1.1 | 1.0 | 94.0
22 | CCOC(=O)c1ccc(CNC(=O)c2cc(COc3ccccc3SC)on2)o1 | 0.0 | -0.3 | 2.7 | 0.4 | 0.0 | -7.8 | -3.8 | -2.5 | -1.8 | 97.0
23 | CCOc1ccc(C(=O)Nc2ncn[nH]2)cc1 | -0.1 | 2.4 | -1.9 | -0.2 | 3.7 | 0.0 | -0.1 | 3.0 | 1.2 | 120.0
24 | COc1ccc(-n2nnnc2SCC(=O)Nc2ccc3c(c2)OCCO3)cc1OC | 0.0 | 1.6 | 1.5 | -0.4 | 3.0 | 1.3 | 9.1 | 0.7 | -0.9 | 99.0

Down the list, from the results shown:
Cardio protect, nos. 13–22 → ., 4.5, 2.2, 21.2, 3.1, 2.2, -18.6, 4.2, 0.9, 2.7
ABHD5-PLIN5 inh, nos. 13–22 → 1.1, -4.4, 1.7, 5.6, 12.4, 6.1, 13.8, 3.9, 0.4, 0.0
MC4R antagonist, nos. 13–22 → ., 9.5, 5.7, 5.9, 23.2, 3.8, -6.5, 17.9, 0.8, -3.8

New compounds follow
nr | Molecule | aDG glyco act | iPSC survival up | Cardio protect | Exocytosis inh | ABHD5-PLIN5 inh | m5-HT2A agonist | MC4R antagonist | Glyco luc inh | MC4R ag barr | ABCB6 inh MLPCN
25 | Cc1ccccc1C(=O)Nc1ccnn1C1CCN(Cc2cnn(C(C)C)c2)CC1 | -0.3 | -0.5 | 0.9 | -15.1 | -3.4 | -7.7 | 0.3 | 0.7 | -2.5 | 108.0
26 | NC(=O)[C@H]1CC2(CC(c3cccc(NC(=O)[C@H]4CCC(=O)N4)c3)=NO2)CN1C(=O)c1cc([N+](=O)[O-])cc([N+](=O)[O-])c1 (stereo partly drawn) | 0.1 | 0.9 | 5.9 | 7.4 | 3.5 | 4.4 | -5.2 | 0.1 | -1.2 | 96.0
27 | CCCCC1=CC2=CC(=O)C(C)(OC(=O)CC)C(=O)C2=CN1Cc1ccc(OC)cc1 (stereo not drawn) | 0.3 | 1.0 | -6.8 | -11.8 | -17.3 | 1.6 | 5.3 | 0.6 | -0.2 | 98.0
28 | COc1ccc(S(=O)(=O)N2CCOCC2)cc1C(=O)NC1CCCCCC1 | 0.0 | -0.3 | 8.7 | -2.4 | 2.2 | 2.4 | 5.2 | 0.5 | -2.3 | 93.0
29 | CCOc1cccc(C(=O)Nc2ccc3oc(-c4cccnc4)nc3c2)c1 | 0.3 | -0.1 | 8.3 | 3.0 | 2.4 | -2.7 | -6.5 | -1.0 | 0.4 | 102.0
30 | CC(=O)Nc1ccccc1-c1nc2ccccc2nc1OCC(=O)c1ccc2ccccc2c1 | 0.5 | 0.8 | 2.1 | -1.3 | -0.6 | -1.4 | 11.6 | 1.7 | -3.0 | 100.0
31 | O=C(CCc1nnc(-c2ccccc2)o1)NCc1cc(F)ccc1F | 0.3 | 0.4 | 9.7 | -6.6 | -1.3 | 5.7 | 10.4 | 2.0 | -3.8 | 92.0
32 | O=C(Nc1ccc(Cl)c(Cl)c1)Nc1ccccc1NS(=O)(=O)c1cccs1 | -0.1 | 1.0 | -12.1 | -2.6 | -3.7 | -2.9 | 5.8 | 1.3 | -1.7 | 102.0
33 | CC(C)n1cnc2c(Nc3cccc(Cl)c3)nc(NCCCO)nc21 | 0.2 | -1.5 | -2.3 | 8.6 | 2.3 | -0.2 | -3.5 | -5.0 | -2.2 | 95.0
34 | C=CCn1c(O)c(C2=c3ccccc3=NC2=O)s/c1=N/c1nccs1 | -0.4 | -2.9 | 20.0 | 5.5 | -12.5 | -2.2 | -4.2 | 0.3 | 10.4* | 102.0
35 | CCN(CC)S(=O)(=O)c1cccc(NC(=O)COC(=O)c2cncc(Br)c2)c1 | -0.1 | -1.2 | -13.2 | -2.1 | 0.3 | 0.1 | 5.1 | -5.9 | -1.6 | 92.0
36 | CC1CCN(c2ccc(C(=O)N3CCOCC3)cc2[N+](=O)[O-])CC1 | 0.1 | 2.7 | -2.1 | -3.3 | -1.1 | 3.6 | 7.1 | -1.3 | 0.0 | 95.0
37 | Fc1cccc2sc(N3CCOCC3)nc12 | -0.1 | 3.8 | -0.3 | 0.8 | 0.2 | -1.1 | 10.2 | 1.0 | -0.9 | 100.0
38 | O=C(CSc1nnc(CNC(=O)c2ccccc2)o1)NCCc1ccccc1 | 0.1 | 1.2 | -0.2 | 3.2 | -1.5 | 0.0 | 0.8 | 0.7 | -2.5 | 106.0
39 | CC1CCCC(NC(=O)CCS(=O)(=O)c2ccc3c(c2)NC(=O)CS3)C1C (stereo not drawn) | -0.2 | 1.0 | 3.2 | 0.2 | -5.0 | -3.2 | 6.0 | -2.6 | -2.6 | 99.0
40 | COc1cccc(C2/C(=C(/O)c3ccc4c(c3)CC(C)O4)C(=O)C(=O)N2CCCn2ccnc2)c1 (stereo not drawn) | -0.1 | -0.4 | -0.3 | -1.3 | 8.2 | 7.1 | 7.3 | 0.8 | 2.1 | 106.0
41 | CCOc1cc(C)c(C(C)C)cc1S(=O)(=O)NCc1ccccn1 | -0.1 | 0.7 | 1.7 | -3.5 | 2.2 | 4.3 | -2.0 | -0.4 | -0.4 | 96.0
42 | CN1CCC2(CC1)N=C(c1ccc(F)cc1)C(=S)N2C(=O)c1ccccc1 | 0.2 | -0.4 | -15.4 | -7.6 | -1.2 | 1.2 | -6.2 | 3.1 | -0.5 | 104.0
43 | COc1cccc2c(=O)c3c(cnn3C)n(C)c12 | 0.3 | 0.0 | 8.9 | -2.3 | -0.2 | 6.1 | -2.1 | 6.2 | 0.3 | 99.0
44 | COC(=O)C1=C(C)N(CC2CC2)C(=NCc2cccc(C(F)(F)F)c2)N[C@H]1c1ccccc1 | 1.0 | -4.2 | -6.6 | -2.6 | 0.9 | -1.8 | 6.5 | -4.8 | 4.9 | 101.0
45 | O=C(O)c1ccccc1NC(=O)C1CCCO1 (stereo not drawn) | 0.0 | 0.5 | 2.1 | 10.6 | 4.9 | 3.4 | 3.4 | 0.4 | -1.2 | 99.0
